EWS-Fli inh = inhibitors of EWS/Fli oncoprotein transcriptional activity. A673 NR0B1-luciferase reporter, viability-normalised. inhibition, % at 12.6 µM. hit rate 0.67% among 350,000. AID 651661;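 active = mean inhibition of at least 50% after viability correction, with every replicate also passing that limit; inconclusive = mean reaches 50% but only one of two replicates passes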;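 also: firefly luciferase signal divided by Alamar Blue viability fluorescence both relative to DMSO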
CFTR F508del cor = CFTR F508del correction in bronchial cells | AID 720511 | activity (quench increase), % at 7.58 µM | CFBE cells, YFP halide quenching; stimulated with forskolin plus potentiator P3; % fluorescence drop versus neutral controls | hit rate 0.36% among 350,000;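 active = mean added fluorescence quench of at least 8% versus neutral control, with both replicates also reaching 8%; inconclusive = only one of the mean or replicate conditions met; inactive = mean below 8% and not both replicates reaching 8%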;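 also: cells transiently co-express mutant CFTR-F508del with the halide-sensitive YFP; corrector assay measuring rescue of mutant channel to the surface after 24 h compound exposure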
INS-1E GSIS act = primary screen for activators of insulin secretion dependent on glucose, INS-1E cells, GLuc reporter luminescence | INS-1E GLuc reporter insulin secretion, 2-3 h | activation, % at 16.6 µM | hit rate 0.61% among 370,000 | AID 743287;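 active = lowest replicate activation of at least 40%, so every replicate reaches that level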;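 also: 0% = median of neutral control wells and 100% = median of IBMX positive control wells; some compounds called inactive have numbers as strong as hits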
PAX8 inh HTS = lowers PAX8-driven luciferase in RMG-I cells. hit rate 1.2% among 360,000. AID 652154. RMG-I TPO-luciferase reporter, SteadyGlo, 24 h. inhibition, % at 12.6 µM;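 active = mean replicate inhibition at least 60% with every replicate also reaching 60%; inconclusive = only one of the two criteria is met; inactive = mean below 60% and not all replicates reaching 60%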;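 also: luciferase light reporting Pax8 driven TPO promoter activity; plate controls were median of neutral control wells for no effect and mitoxantrone controls for full effect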
ERp5 inh = inhibitors of human ERp5. hit rate 0.05% among 350,000. inhibition, % at 9.99 µM. ERp5 insulin aggregation, absorbance 650 nm, 90 min;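 active = mean replicate inhibition above about 25%, with every replicate also reaching it, limit read from the data, passing the limit was not always enough; inconclusive = only one of those two criteria met; inactive = neither criterion met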
Target sequence (Q15084 whole entry, looked up): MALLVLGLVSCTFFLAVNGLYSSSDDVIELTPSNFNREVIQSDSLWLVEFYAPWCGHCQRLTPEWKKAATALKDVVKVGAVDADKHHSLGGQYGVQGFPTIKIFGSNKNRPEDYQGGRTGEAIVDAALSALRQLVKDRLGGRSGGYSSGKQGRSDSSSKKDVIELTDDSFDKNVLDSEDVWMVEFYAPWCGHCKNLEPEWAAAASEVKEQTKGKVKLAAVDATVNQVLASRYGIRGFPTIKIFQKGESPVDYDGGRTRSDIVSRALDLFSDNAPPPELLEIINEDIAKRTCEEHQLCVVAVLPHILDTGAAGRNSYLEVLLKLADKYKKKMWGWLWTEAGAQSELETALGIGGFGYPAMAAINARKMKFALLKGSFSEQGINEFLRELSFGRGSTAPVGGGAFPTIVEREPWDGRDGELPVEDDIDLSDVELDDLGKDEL
ARNT-TACC3 inh = ARNT/TACC3 interaction disruption; AlphaScreen His-ARNT PAS-B/GST-TACC3 binding, luminescence; TACC3 fragment carries E629A point mutation; hit rate 0.66% among 390,000; inhibition, % at 9.99 µM; AID 623870; Q9Y6A5;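 active = mean inhibition of replicates at least 50% and at least half of replicates each reaching 50%; inconclusive = half or more replicates reach 50% but mean below 50%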;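 also: 0% = complete ARNT plus TACC3 wells and 100% = ARNT alone without TACC3; many hits fall short of the cut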
XiGFP reactiv = X-chromosome reactivation activator | XiGFP mouse fibroblasts, % GFP-positive cells imaging, 3 d; cells co-treated with 5-aza-dC sensitizer; scaled so ellipticine positive control = 100% | activation, % at 7.58 µM | hit rate 0.055% among 360,000 | AID 743238;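 active = mean normalized replicate activation at least 10% and every replicate at or above 10%; inconclusive = only one of the two criteria met; inactive = mean below 10% and not all replicates reach 10%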;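 also: 0% = median of on-plate neutral control wells and 100% = ellipticine 6 µM median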
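System: SV40-immortalized XiGFP fibroblast cells, line 68-5-11 / Incubation: 3-day compound exposure, then 15 min fixation at room temperature / Compound: single concentration per compound, delivered by pin transfer / Buffer or medium: DMEM plus 5-aza-dC sensitizer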
DENV2 CPE = inhibitors of DENV2 cytopathic effect; AID 651640; CPE inhibition, % at 9.99 µM; DENV2-infected cells, cytopathic effect rescue, plate reader; hit rate 1.7% among 350,000; in the data active = CPE inhibition above about 20%, passing the limit was not always enough; inconclusive = no clear call, values can overlap the other calls; tested in BHK-21 cells;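 also: 0% = median of neutral control wells and 100% = median of positive control wells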
Active calls of the source: *; ? = inconclusive; / = not tested or not shown.

Each structure is followed by: PAX8 inh HTS, ARNT-TACC3 inh, EWS-Fli inh, XiGFP reactiv, INS-1E GSIS act, ERp5 inh, CFTR F508del cor, DENV2 CPE
C[C@H]1CN([C@@H](C)CO)C(=O)c2cc(-c3ccc(C(=O)N(C)C)cc3)cnc2O[C@H]1CN(C)C(=O)C1CC1
  /, -10, -9, -0.2, 17, -1, 0.1, ?
CN1CCCN(S(=O)(=O)c2ccc(O)c(C(=O)O)c2)CC1
  7, -2, 11, 0.0, -6, 5, -0.6, 5
O=C(C[C@@H]1C[C@@H]2c3cc(NC(=O)Nc4ccc(C(F)(F)F)cc4)ccc3O[C@@H]2[C@H](CO)O1)NC1CCCCC1
  -8, -11, -4, 0.0, 7, 0, -1.2, 10
Cc1c(NC(=O)c2ccc(NS(=O)(=O)c3ccc(F)c(F)c3)cc2)c(=O)n(-c2ccccc2)n1C
  -2, 5, 2, 0.6, 6, 0, -6.0, 0
C[C@@H]1CN([C@@H](C)CO)S(=O)(=O)c2ccc(-c3ccc(F)cc3)cc2O[C@H]1CN(C)C
  /, 4, 13, 0.0, 6, -7, -4.5, 1
CC(C)C#Cc1cnc2c(c1)C(=O)N([C@@H](C)CO)C[C@H](C)[C@H](CN(C)Cc1ccccn1)O2
  -12, 2, 0, 0.3, 16, 7, 0.9, -5
O=C(c1ccncc1)N1C[C@H]2[C@@H](c3ccccc31)[C@@H](CO)N2C(=O)CN1CCOCC1
  -3, -13, 11, 0.2, 10, 4, -3.9, -2
CCCCNC(=O)C1(C)CCCCN1C(=O)c1ccc2ccccc2n1 (stereo not drawn)
  2, /, -4, 0.2, -4, 12, -4.5, -3
C[C@H](CO)N1C[C@H](C)[C@H](CN(C)C(=O)C2CCCCC2)Oc2ncc(-c3cccc(F)c3)cc2C1=O
  /, 12, -6, 0.0, -4, -1, -2.5, 8
C[C@@H]1CCCCO[C@H](CN(C)S(=O)(=O)c2cn(C)cn2)[C@@H](C)CN([C@H](C)CO)C(=O)c2cc(N(C)C)ccc2O1
  -28, /, -4, 0.0, 11, /, 0.9, /
COc1cc2c(cc1Cl)/C(=C\CCN(C)C)c1ccccc1S2
  -14, 18, /, 0.1, -13, /, /, /
NC(C(=O)O)C1ON=C(Cl)C1O (stereo not drawn)
  /, 9, 8, 0.1, 3, 1, 4.8, 5
C[C@@H]1CN([C@@H](C)CO)C(=O)c2cc(NC(=O)Nc3cccc4ccccc34)ccc2O[C@H]1CN(C)C(=O)Nc1ccccc1
  20, -1, 7, 0.2, 22, -8, -0.2, -2
COC(=O)[C@@H]1[C@@H](CO)[C@@H]2Cn3c(ccc(-c4ccccc4F)c3=O)[C@@H]2N1C(=O)c1ccccn1
  /, -14, 1, 0.0, 4, 0, /, 9
CCC1(CC)Nc2ccccc2C(=O)N1c1ccc(OC)cc1
  -32, -3, -34, 0.1, -5, 1, -0.3, 9
NS(=O)(=O)c1ccc2nc(NC(=O)Nc3ccc(F)cc3)sc2c1
  -109, -3, -85, -0.1, -9, 2, 0.0, -5
CCOc1ccc2oc(C(=O)NCc3ccccc3CN3CCCC3)c(C)c2c1
  4, 8, -3, 0.1, /, 0, 3.0, 1
Cc1ccc(S(=O)(=O)NN=C2CCCc3ccccc32)cc1
  -5, /, 9, 0.4, -4, 6, -1.5, -13
COc1ccc(N(CC(=O)N2CCN(Cc3ccccc3)CC2)S(C)(=O)=O)cc1
  -21, -2, 7, 0.1, 17, 1, 1.7, 2
CN=c1sc2c(n1C)C(=O)c1ccccc1C2=O
  -5, 2, -2, -0.1, -37, -5, -3.7, 3
CCCNC1(C(N)=O)CCN(Cc2ccccc2)CC1
  ?, 20, 0, 0.1, /, 0, 7.4, -8
c1ccc(NC(c2ccccc2)c2ccncc2)cc1 (stereo not drawn)
  12, 4, 0, 0.5, 3, -1, -2.5, ?
CC(C)[C@@H](C)/C=C/[C@@H](C)[C@H]1CC[C@@H]2[C@]1(C)CCC1[C@]23C=C[C@]2(C[C@@H](O)CC[C@]12C)N(c1ccc(F)cn1)O3 (stereo partly drawn)
  30, /, -5, 0.5, -26, 1, -1.4, -15
Cc1nc2ccc(C(=O)N(C)Cc3ccco3)cn2c1N(C)CC1CCCCC1
  11, /, 18, -0.1, 1, -1, 2.1, -2
Cc1ccc(C(C(=O)NC2CCCC2)N2CCc3ccccc32)cc1 (stereo not drawn)
  10, /, 2, -0.1, 13, 2, -1.6, -2
Cc1cc(=O)oc2c(CN3CCCCC3)c(O)ccc12
  -20, -3, -5, 0.1, /, -6, -0.1, -2
COC(=O)c1ccc(C)c(NC(=O)CCc2ccc(OC)c(OC)c2)c1
  11, -2, /, 0.0, -4, /, /, /
CCN1C[C@@H]2[C@@H]3C(=O)N(C)C(=O)[C@@H]3[C@](C)(C(=O)OC)N2C1=NC
  9, -4, -8, -0.1, -4, 2, -1.2, -13
CCCn1c(N)c(C(=O)CN(C)CC(=O)Nc2ccccc2C(F)(F)F)c(=O)[nH]c1=O
  15, 0, 6, 0.1, 6, -1, 4.3, 1
O=C(c1ccncc1)N1CCc2ccccc2C1
  22, -2, 2, 0.1, 18, -6, -0.3, 8

Next section, starting with the last 3 of the part before.
Each structure is followed by: PAX8 inh HTS, ARNT-TACC3 inh, EWS-Fli inh, XiGFP reactiv, INS-1E GSIS act, ERp5 inh, CFTR F508del cor, DENV2 CPE
CCN1C[C@@H]2[C@@H]3C(=O)N(C)C(=O)[C@@H]3[C@](C)(C(=O)OC)N2C1=NC
  9, -4, -8, -0.1, -4, 2, -1.2, -13
CCCn1c(N)c(C(=O)CN(C)CC(=O)Nc2ccccc2C(F)(F)F)c(=O)[nH]c1=O
  15, 0, 6, 0.1, 6, -1, 4.3, 1
O=C(c1ccncc1)N1CCc2ccccc2C1
  22, -2, 2, 0.1, 18, -6, -0.3, 8
Cc1c(C)[n+](=O)c2c(n1[O-])C(Br)CCC2Br (stereo not drawn)
  8, 9, -2, 0.4, -29, 4, -1.7, 8
N#CCSc1ccc(S(=O)(=O)N2CCOCC2)cn1
  27, -8, -1, 0.0, 6, 2, 0.9, 20
COc1cc(OC)cc(C(=O)N2CCC(C(=O)NCCc3ccccc3)CC2)c1
  -33, -6, -5, -0.2, /, 0, /, 9
CC(C)c1ccc(NC(=O)CSc2nc3ccsc3c(=O)n2CCC(=O)O)cc1
  -7, 18, 7, 0.0, -2, 10, -4.5, 0
COc1cccc(C(=O)NCC2CCCN2S(=O)(=O)c2cccs2)c1 (stereo not drawn)
  -9, 6, -5, -0.8, 7, -14, 2.6, 2
O=C(Nc1ccc(F)cc1)N[C@@H]1CC[C@H](CCn2cc(C3(O)CCCC3)nn2)O[C@@H]1CO
  16, 4, -1, -0.2, 7, 0, 0.9, 7
CN1C(=O)c2cc(NC(=O)c3cnccn3)ccc2OC[C@H]2O[C@H](CC(=O)O)CC[C@H]21
  5, 2, -7, 0.0, 12, -5, -1.1, -5
O=C(Nc1ccccc1Cl)N1CCN(Cc2ccc3c(c2)OCO3)CC1
  -12, 3, -2, 0.0, -7, -4, -3.0, -1
CCNC(=O)C[C@H]1CC[C@H](NC(=O)C2CC2)[C@@H](CO)O1
  26, 11, -1, 0.4, 10, -2, -0.3, -6
C[C@@H]1CN([C@@H](C)CO)C(=O)c2cc(-c3cccnc3)cnc2O[C@@H]1CN(C)C(=O)C1CCCCC1
  /, /, 3, 0.1, 12, /, -4.5, /
COc1cccc(C(=O)Nc2nnc(Cc3ccc(OC)c(OC)c3)s2)c1
  -2, 2, 6, 0.1, 10, 2, -1.0, -2
CN(Cc1nc(-c2cnccn2)no1)C1CC(C)(C)NC(C)(C)C1
  9, 6, 2, 0.2, 11, -11, -1.3, 1
CN(C)C(=O)C[C@@H]1CC[C@@H]2[C@H](COc3ccc(NC(=O)C4CCOCC4)cc3C(=O)N2C)O1
  -9, -10, -7, 0.2, -1, -2, 0.5, -13
CCCNC(=O)C1(C)CCCN(C(=O)c2oc3ccccc3c2C)C1 (stereo not drawn)
  6, /, -9, 0.3, /, 4, -3.1, -1
CN1CCN(C(=O)C[C@@H]2CC[C@H](NC(=O)Cc3ccccn3)[C@H](CO)O2)CC1
  1, 7, -3, -0.2, 5, -1, 1.2, ?
COC(C(=O)Nc1ccnn1C1CCN(Cc2cccc(C)n2)CC1)c1ccccc1 (stereo not drawn)
  -8, 2, /, 0.0, 2, -12, -2.4, 0
c1ccc(Oc2cccc(Oc3ccccc3)n2)cc1
  -33, -2, -11, -0.1, /, /, -0.1, -2
CC(C)NC(=O)Cn1cc(C(=O)C2CC2)c2ccccc21
  2, /, 4, 0.0, 15, 6, 0.0, -4
Cc1ccc(-c2c(C(=O)N/N=C/c3ccsc3)nnn2-c2nonc2N)cc1
  -6, 0, -13, 0.2, /, 3, 2.1, 4
O=C(CSc1nnc(SCc2ccc(F)cc2)s1)Nc1ccc(C(=O)O)cc1
  -2, 3, 1, 0.0, -1, 0, -3.5, 5
CO[C@H](CN(C)C(=O)c1ccccc1F)[C@H](C)CN([C@H](C)CO)S(=O)(=O)c1ccc(F)cc1
  /, -3, 8, 0.1, 5, 0, 0.2, -3
COc1cccc(NC(=S)N2CCC(NC(=O)C3CCCCC3)CC2)c1
  -4, -6, 8, 0.2, -16, 1, -1.3, -9
CC(C)CN1CCC(CNC(=O)CCc2nnc(Cc3c[nH]c4ccccc34)o2)CC1
  3, -19, 1, 0.5, -11, -1, -0.9, -5
COc1cc(Cl)ccc1OCc1cc(C(=O)N(C)Cc2nnc(C)o2)no1
  -43, 1, -6, 0.0, 17, -4, -1.2, 5
CCCCC(CC)C(=O)Nc1cc([N+](=O)[O-])ccc1F (stereo not drawn)
  -7, /, 0, 0.0, 2, 0, 0.6, 4
O=c1[nH]c(=O)n(Cc2ccccc2)c2nc(-c3ccc(C(F)(F)F)cc3)n(CCO)c12
  7, -4, /, 0.0, 4, -4, -1.8, 7
O=c1[nH]n(-c2ccccc2)c(=O)c2ccccc12
  16, -6, 3, 0.3, 3, 2, 3.3, 2
O=[N+]([O-])c1cccc(-c2cn3nc(-c4ccccc4)c(-c4ccccc4)nc3n2)c1
  1, -10, 9, 0.0, /, 1, 4.9, -1
O=C1CC(c2ccco2)CC(O)=C1C=NCCN1CCN(C(=O)Nc2ccc(Cl)cc2)CC1 (stereo not drawn)
  -6, -2, /, -0.2, -2, /, /, /
Clc1nnc(Cl)c2c1ncn2Cc1ccccc1
  11, -2, 15, 0.0, 4, 1, /, 4
CN(Cc1nc(-c2cccc(Cl)c2)no1)C1CCOCC1
  -148, -2, -75, 0.1, -12, -5, -0.4, -7
O=C(NCCN1CCOCC1)c1cc([N+](=O)[O-])ccc1Cl
  21, -3, -2, 0.0, 2, -4, 3.4, ?
Cc1c(NC(=O)Nc2ccccc2[N+](=O)[O-])c(=O)n(-c2ccccc2)n1C
  2, -2, -1, 0.0, 13, -4, -1.6, -1

Looked up above.
`O=C(Nc1ccccc1Cl)N1CCN(Cc2ccc3c(c2)OCO3)CC1` in PAX8 inh HTS shows -12
`Clc1nnc(Cl)c2c1ncn2Cc1ccccc1` in XiGFP reactiv shows 0.0
`O=C(CSc1nnc(SCc2ccc(F)cc2)s1)Nc1ccc(C(=O)O)cc1` in PAX8 inh HTS shows -2
`COc1cc(OC)cc(C(=O)N2CCC(C(=O)NCCc3ccccc3)CC2)c1` in EWS-Fli inh shows -5
`COc1cccc(NC(=S)N2CCC(NC(=O)C3CCCCC3)CC2)c1` in CFTR F508del cor shows -1.3

Screening data: PubChem, Broad Institute
